Pf Dd2 inh = blocks growth of Plasmodium falciparum Dd2 parasites. activity change, % at 10 µM. P. falciparum Dd2 growth, SYBR Green, 72 h; active compounds read low. AID 1159554. 94,000 tested, 2.3% active; in the data active = activity change below about -80%; inconclusive = no clear call, values can overlap the other calls
GASC1 inh = inhibitors of human demethylase GASC-1 KDM4C; GST-KDM4C 2-372, H3K9me3 peptide, LANCE TR-FRET; AID 720574; inhibition, % at 12.5 µM; Q9H3R0; 96,000 tested, 0.15% active;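 active = mean replicate inhibition above about 25%, with at least 55% of replicates also reaching it, limit read from the data, passing the limit was not always enough; inconclusive = only one of those two conditions met; inactive = neither condition met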
Target sequence (Q9H3R0 2-372 limits assumed): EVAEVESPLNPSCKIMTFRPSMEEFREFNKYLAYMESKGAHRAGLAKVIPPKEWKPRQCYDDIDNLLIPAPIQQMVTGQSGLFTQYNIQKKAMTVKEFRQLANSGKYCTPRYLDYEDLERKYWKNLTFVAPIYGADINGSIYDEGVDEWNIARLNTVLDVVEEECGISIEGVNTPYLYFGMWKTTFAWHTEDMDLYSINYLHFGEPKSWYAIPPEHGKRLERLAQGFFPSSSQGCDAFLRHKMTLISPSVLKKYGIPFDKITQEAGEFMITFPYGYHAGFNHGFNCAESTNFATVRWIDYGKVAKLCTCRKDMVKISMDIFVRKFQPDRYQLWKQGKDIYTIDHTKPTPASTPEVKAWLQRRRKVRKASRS
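reagent = H3K9me3 peptide substrate, Fe(II), 2-oxoglutarate | system = GST-tagged GASC-1 (JMJD2C) catalytic fragment, aa 2-372 | amount = enzyme final amount 10 nM | read-out = Fall in 671/618 emission ratio as inhibition | medium = HEPES buffer, pH 7.5, plus ascorbate | schedule = 30 min reaction, 60 min detection, RT | measured by = LANCE TR-FRET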
Tcruzi prolif = T. cruzi proliferation inhibition; T. cruzi beta-gal in NIH3T3, GalScreen luminescence, 90 h; inhibition, % at 8.34 µM; 77,000 tested, 5.9% active;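 active = mean inhibition above about 93%, with at least 55% of replicates each passing it, limit read from the data, passing the limit was not always enough; inconclusive = only one of those two conditions holds; inactive = neither condition holds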
C diff growth = blocks growth of Clostridium difficile; Clostridium difficile clinical isolate growth, OD600, 24 h; active compounds read low; growth activity, negative = inhibition, % at 16 µg/mL (by protocol); 86,000 tested, 0.25% active;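 active = mean growth activity at or below -80% and every replicate also at or below -80%; inconclusive = mean at or below -80% but some replicate above -80%; inactive = mean growth activity above -80%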;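 also: 0% = DMSO wells and -100% = levofloxacin 16 µg/mL wells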
* marks the source's active call; other numbers are inactive results; & = joins results of further samples. Not a hit list. Share with any hit: about 7.2%.

Screening CC(=O)N(C)C[C@H]1[C@H](c2ccc(-c3cccnc3)cc2)[C@@H](CO)N1C(=O)C1CC1 returned Pf Dd2 inh -21, GASC1 inh 1.9, Tcruzi prolif -2 and C diff growth -4.
Screening Cc1noc(C)c1NC(=O)Nc1cccc2c1O[C@H](CN(C)Cc1ccc(Cl)c(Cl)c1)[C@H](C)CN([C@H](C)CO)C2=O returned Pf Dd2 inh -17, GASC1 inh -0.1, Tcruzi prolif 52 and C diff growth -1.
For CC(=O)N1[C@H](CO)[C@H](c2ccccc2)C12CN(C(=O)Nc1ccccc1F)C2 the results were Pf Dd2 inh 19, GASC1 inh 0.2 and C diff growth -3.
Screening CC(=O)N1[C@@H]2Cn3c(cccc3=O)[C@H]1[C@@H](C(=O)N1CCc3ccccc3C1)[C@@H]2CO returned Pf Dd2 inh -4, GASC1 inh 4.5, Tcruzi prolif -16 and C diff growth 3.
Cc1noc(C)c1S(=O)(=O)Nc1ccc2c(c1)CC(=O)N([C@@H](C)CO)C[C@@H](C)[C@H](CN(C)C)O2 was read as Pf Dd2 inh 25, GASC1 inh -1.0, Tcruzi prolif -38 and C diff growth 0.
Screening CO[C@H]1CN(C)C(=O)c2cc(NS(=O)(=O)c3ccc(F)cc3)ccc2OC[C@@H](C)NC[C@@H]1C returned Pf Dd2 inh -8, GASC1 inh -0.5 and Tcruzi prolif -10.
Screening Cc1cccc(-c2ccc([C@@H]3[C@H](CO)N4CCCCN(Cc5ccncc5)C[C@@H]34)cc2)c1 returned Pf Dd2 inh -41, GASC1 inh 0.1, Tcruzi prolif 92 and C diff growth 3.
For CCCNC(=O)C[C@@H]1CC[C@@H]2[C@H](COc3ccc(NC(=O)Cc4cccs4)cc3C(=O)N2C)O1 the results were Pf Dd2 inh -18, GASC1 inh -0.5, Tcruzi prolif 8 and C diff growth 16.
For COCC#Cc1cnc2c(c1)C(=O)N([C@H](C)CO)C[C@H](C)[C@@H](CN(C)C(=O)c1ccc(F)cc1)O2 the results were Pf Dd2 inh 5, GASC1 inh 0.3, Tcruzi prolif -8 and C diff growth -4.
`C[C@@H]1CCCCO[C@@H](CN(C)C(=O)Cc2ccccc2)[C@@H](C)CN([C@H](C)CO)C(=O)c2cc(NC(=O)Cc3ccccc3)ccc2O1` gave Pf Dd2 inh -53, GASC1 inh 0.8, Tcruzi prolif -10 and C diff growth -3.
Screening CC=Cc1ccc2n(c1=O)C[C@@H]1[C@@H](CO)[C@H](C(=O)NCc3ccccc3)N(Cc3cncnc3)[C@H]21 (mixture of isomers) returned Pf Dd2 inh 2, GASC1 inh 0.2, Tcruzi prolif -3 and C diff growth -6.
`COc1ccc(CN2CC3(CCN(C(=O)C4CC4)CC3)c3c(n(C)c4cc(OC)ccc34)[C@H]2CO)cc1` gave Pf Dd2 inh -17, GASC1 inh 0.1 and C diff growth 14.
`O=C(C[C@H]1CC[C@H](NS(=O)(=O)c2ccccc2)[C@H](CO)O1)NCCN1CCCCC1` gave Pf Dd2 inh 23, GASC1 inh 1.2, Tcruzi prolif 33 and C diff growth 2.
`COCC(=O)N(C)C[C@H]1Oc2ncc(C#CC3(O)CCCC3)cc2C(=O)N([C@H](C)CO)C[C@@H]1C` gave Pf Dd2 inh -37, GASC1 inh 13, Tcruzi prolif 37 and C diff growth 0.
`COc1ccc(S(=O)(=O)N2CCCCN3[C@H](CO)[C@H](c4ccc(-c5cccnc5)cc4)[C@@H]3C2)cc1` gave Pf Dd2 inh -24, GASC1 inh -0.8, Tcruzi prolif 104* and C diff growth 2.
For O=S(=O)(c1cccs1)N1CCCCN2[C@H](C1)[C@@H](c1ccc(Br)cc1)[C@@H]2CO the results were Pf Dd2 inh 14, GASC1 inh -0.2, Tcruzi prolif 103* and C diff growth 21.
COc1ccc(CN(C)C[C@H]2Oc3c(NS(=O)(=O)c4ccccc4)cccc3C(=O)N([C@H](C)CO)C[C@@H]2C)cc1 was read as Pf Dd2 inh -24, GASC1 inh 3.6, Tcruzi prolif 28 and C diff growth 0.
`C[C@H]1CN([C@@H](C)CO)C(=O)Cc2cc(NS(=O)(=O)c3ccc(F)cc3)ccc2O[C@H]1CN(C)C(=O)Nc1ccc(F)cc1` gave Pf Dd2 inh 11, GASC1 inh -1.3, Tcruzi prolif 24 and C diff growth -11.
`CO[C@H](CN(C)C(=O)c1cnccn1)[C@@H](C)CN([C@@H](C)CO)S(=O)(=O)c1ccc(Cl)cc1` gave Pf Dd2 inh 21, GASC1 inh -0.4 and Tcruzi prolif -48.
Screening O=C(NC1Cc2ccccc2C1)[C@H]1[C@H](CO)[C@H]2Cn3c(ccc(-c4ccccc4)c3=O)[C@@H]1N2 returned Pf Dd2 inh -8, GASC1 inh -1.2, Tcruzi prolif 47 and C diff growth 1.

Overlap with the part before: 2 entries, then new ones.
`CO[C@H](CN(C)C(=O)c1cnccn1)[C@@H](C)CN([C@@H](C)CO)S(=O)(=O)c1ccc(Cl)cc1` gave Pf Dd2 inh 21, GASC1 inh -0.4 and Tcruzi prolif -48.
Screening O=C(NC1Cc2ccccc2C1)[C@H]1[C@H](CO)[C@H]2Cn3c(ccc(-c4ccccc4)c3=O)[C@@H]1N2 returned Pf Dd2 inh -8, GASC1 inh -1.2, Tcruzi prolif 47 and C diff growth 1.
For COc1ccc(CN(C)C[C@H]2Oc3ccc(NS(=O)(=O)c4ccc(F)cc4)cc3C(=O)N([C@H](C)CO)C[C@@H]2C)cc1 the results were Pf Dd2 inh 7, GASC1 inh 7.0, Tcruzi prolif 15 and C diff growth -4.
`C[C@H](CO)N1C[C@H](C)[C@@H](CN(C)Cc2ccc3c(c2)OCO3)OCCCC[C@H](C)Oc2ccc(NS(=O)(=O)c3ccc(F)cc3)cc2C1=O` gave Pf Dd2 inh -50, GASC1 inh -0.4 and Tcruzi prolif 69.
O=C(C[C@@H]1CC[C@@H]2[C@H](COC[C@@H](O)CN2Cc2ccc3c(c2)OCO3)O1)N1CCCCC1 was read as GASC1 inh 2.0, Tcruzi prolif 4 and C diff growth -1&-2.
`CCC(=O)N1C[C@@H](C)[C@@H](OC)CN(C)C(=O)c2cc(NC(=O)c3cnccn3)ccc2OC[C@H]1C` gave Pf Dd2 inh 10, GASC1 inh inconclusive, Tcruzi prolif 7 and C diff growth -3.
Screening COc1ccc(NC(=O)Nc2ccc3c(c2)CC(=O)N([C@H](C)CO)C[C@@H](C)[C@H](CN(C)C(=O)Nc2ccc(OC)cc2)O3)cc1 returned Pf Dd2 inh 11, GASC1 inh 5.4, Tcruzi prolif 3 and C diff growth -1.
Screening COc1cccc(NC(=O)N(C)C[C@@H]2Oc3cc(-c4ccccc4OC)ccc3S(=O)(=O)N([C@H](C)CO)C[C@H]2C)c1 returned Pf Dd2 inh -18, GASC1 inh 0.7 and C diff growth -7.
Screening COCC(=O)N1[C@H](CO)[C@@H]2c3ccccc3N(C(=O)c3ccccc3F)C[C@@H]21 returned Pf Dd2 inh -7, GASC1 inh 0.5, Tcruzi prolif -3 and C diff growth 0.
`CCCC#Cc1cnc2c(c1)C(=O)N([C@@H](C)CO)C[C@@H](C)[C@@H](CN(C)C(=O)Nc1cccc(F)c1)O2` gave Pf Dd2 inh -29, GASC1 inh -1.9 and C diff growth 25.
Screening C[C@@H]1CN([C@H](C)CO)C(=O)c2cc(NC(=O)c3ccncc3)ccc2O[C@@H](C)CCCCO[C@@H]1CN(C)C(=O)Cc1ccccc1 returned Pf Dd2 inh -33, GASC1 inh -1.6, Tcruzi prolif -11 and C diff growth 0.
Screening O=C(c1ccncc1)N1CCCCN2[C@H](CO)[C@H](c3ccc(C#Cc4ccccn4)cc3)[C@@H]2C1 returned Pf Dd2 inh -7, GASC1 inh -0.1, Tcruzi prolif 33 and C diff growth 2.
O=C(C1CCOCC1)N1CC(=O)N2[C@@H](CO)[C@@H](c3ccc(Br)cc3)[C@@H]2C1 was read as Pf Dd2 inh 5, GASC1 inh 1.6 and C diff growth 0.
`COc1ccc(NC(=O)N(C)C[C@H]2Oc3ccc(NC(=O)c4ccncc4)cc3CC(=O)N([C@@H](C)CO)C[C@H]2C)cc1` gave Pf Dd2 inh 3, GASC1 inh -1.6, Tcruzi prolif 65 and C diff growth -2.
Screening CCC(=O)N1C[C@H](C)[C@@H](OC)CN(C)C(=O)c2cc(NS(C)(=O)=O)ccc2OC[C@H]1C returned Pf Dd2 inh 24, GASC1 inh -0.3, Tcruzi prolif 45 and C diff growth -7.
`C[C@@H]1CCCCO[C@@H](CN(C)Cc2ccccc2)[C@@H](C)CN([C@H](C)CO)C(=O)c2cc(N(C)C)ccc2O1` gave Pf Dd2 inh 13&15, GASC1 inh -1.2, Tcruzi prolif 61&88 and C diff growth 2.
Screening CCN(C[C@@H]1[C@@H](c2ccccc2)[C@H](CO)N1S(C)(=O)=O)C(=O)C1CCC1 returned Pf Dd2 inh 9, GASC1 inh 0.4, Tcruzi prolif -15 and C diff growth 6.
Screening O=C(C[C@@H]1C[C@@H]2c3cc(NC(=O)c4ccc5c(c4)OCO5)ccc3O[C@@H]2[C@H](CO)O1)NCC(F)(F)F returned Pf Dd2 inh 19, GASC1 inh -0.4, Tcruzi prolif -11 and C diff growth 1.
C[C@H]1CN([C@@H](C)CO)C(=O)Cc2cc(NC(=O)C3CC3)ccc2O[C@@H]1CN(C)C(=O)NC1CCCCC1 was read as Pf Dd2 inh -62, GASC1 inh -1.4, Tcruzi prolif 9 and C diff growth 1.
`COc1ccccc1S(=O)(=O)Nc1ccc2c(c1)C(=O)N(C)C[C@H](OC)[C@@H](C)CN[C@H](C)CO2` gave Pf Dd2 inh 25, GASC1 inh 6.0 and Tcruzi prolif 31.
C[C@@H]1CCCCO[C@@H](CN(C)C(=O)c2ccccc2)[C@@H](C)CN([C@H](C)CO)C(=O)c2cc(NC(=O)CCCCCC(=O)Nc3ccccc3N)ccc2O1 was read as Pf Dd2 inh -9, GASC1 inh 0.6, Tcruzi prolif 38 and C diff growth 2.
`C[C@@H]1CN([C@H](C)CO)C(=O)c2cc(C#C[C@@H](C)O)cnc2O[C@H]1CN(C)C(=O)CN1CCOCC1` gave Pf Dd2 inh 2, GASC1 inh 0.0, Tcruzi prolif 32 and C diff growth 1.

Pulled by compound from the list above, 4 records:
`CCCC#Cc1cnc2c(c1)C(=O)N([C@@H](C)CO)C[C@@H](C)[C@@H](CN(C)C(=O)Nc1cccc(F)c1)O2` gave Pf Dd2 inh -29, GASC1 inh -1.9 and C diff growth 25.
COc1ccc(CN(C)C[C@H]2Oc3c(NS(=O)(=O)c4ccccc4)cccc3C(=O)N([C@H](C)CO)C[C@@H]2C)cc1 was read as Pf Dd2 inh -24, GASC1 inh 3.6, Tcruzi prolif 28 and C diff growth 0.
For O=S(=O)(c1cccs1)N1CCCCN2[C@H](C1)[C@@H](c1ccc(Br)cc1)[C@@H]2CO the results were Pf Dd2 inh 14, GASC1 inh -0.2, Tcruzi prolif 103* and C diff growth 21.
O=C(C1CCOCC1)N1CC(=O)N2[C@@H](CO)[C@@H](c3ccc(Br)cc3)[C@@H]2C1 was read as Pf Dd2 inh 5, GASC1 inh 1.6 and C diff growth 0.

(more compounds)
COc1ccc(NC(=O)N[C@H]2CC[C@H](CCNS(=O)(=O)c3ccccc3F)O[C@H]2CO)cc1 was read as Pf Dd2 inh 5, GASC1 inh 3.1 and Tcruzi prolif 4.
COc1ccc(-c2ccc([C@H]3[C@@H](C#N)N(C(=O)C4CC4)[C@@H]3CO)cc2)cc1 was read as Pf Dd2 inh -33, GASC1 inh -3.7, Tcruzi prolif 106* and C diff growth -2.
Screening O=C(C[C@@H]1CC[C@H]2NC[C@@H](O)COC[C@@H]2O1)NCCN1CCCC1 returned Pf Dd2 inh 38, GASC1 inh -3.3 and C diff growth -7.
For O=C(C1CCC1)N1C[C@H]2[C@@H](c3ccccc31)[C@H](CO)N2C(=O)c1ccccc1F the results were Pf Dd2 inh 4, GASC1 inh -0.1, Tcruzi prolif 78 and C diff growth -12.
Screening Cc1ccc(S(=O)(=O)N(C)C[C@@H]2OCCCC[C@H](C)Oc3ccc(NC(=O)CCCN(C)C)cc3C(=O)N([C@@H](C)CO)C[C@H]2C)cc1 returned Pf Dd2 inh -43, GASC1 inh 4.2 and Tcruzi prolif 17.
COc1ccc(-c2cnc3c(c2)C(=O)N([C@H](C)CO)C[C@H](C)[C@H](CN(C)C(=O)NC2CCCC2)O3)cc1 was read as Pf Dd2 inh -29&-24, GASC1 inh 0.7, Tcruzi prolif -110&-101 and C diff growth 2&2.
For Cc1noc(C)c1NC(=O)N(C)C[C@H]1OCCCC[C@@H](C)Oc2ccc(NS(C)(=O)=O)cc2C(=O)N([C@H](C)CO)C[C@H]1C the results were Pf Dd2 inh -3, GASC1 inh 0.0, Tcruzi prolif 33 and C diff growth 0.
Screening CCCNC(=O)C[C@@H]1CC[C@H]2[C@@H](COc3ccc(NC(=O)NC(C)C)cc3C(=O)N2C)O1 returned Pf Dd2 inh 17, GASC1 inh 0.6, Tcruzi prolif -2 and C diff growth -1.
Screening CCC(=O)N1CC2(C1)CN(S(C)(=O)=O)[C@H](CO)c1c2c2ccc(OC)cc2n1C returned Pf Dd2 inh -5, GASC1 inh -0.1 and C diff growth -2.
